TRHR ag: qHTS for Small Molecule Agonists and Allosteric Enhancers of Human TRH Receptor: Primary Screen for Agonists; Thyrotropin-releasing hormone receptor (Homo sapiens), P34981; TRHR cells, calcium flux fluo-8, FDSS agonist mode; activation, % at 2 µM; 360,000 tested, 0.18% active; AID 493084, 2011; in the data active means activation above about 30%; further: 0% is about no effect
Target sequence (P34981 whole entry, looked up): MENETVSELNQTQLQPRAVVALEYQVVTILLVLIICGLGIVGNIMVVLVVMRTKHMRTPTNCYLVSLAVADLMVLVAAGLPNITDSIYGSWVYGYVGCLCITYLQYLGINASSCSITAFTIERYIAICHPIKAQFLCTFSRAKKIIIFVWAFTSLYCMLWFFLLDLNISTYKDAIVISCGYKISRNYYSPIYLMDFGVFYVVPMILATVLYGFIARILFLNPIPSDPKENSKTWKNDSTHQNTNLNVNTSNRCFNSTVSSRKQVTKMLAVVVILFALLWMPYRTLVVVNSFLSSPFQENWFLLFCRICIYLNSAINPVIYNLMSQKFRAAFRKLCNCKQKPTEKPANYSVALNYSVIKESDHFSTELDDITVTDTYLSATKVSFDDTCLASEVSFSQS
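Fluo-8-loaded TRHR cells; 10 s baseline, compound added, kinetic Ca2+ fluorescence read 1/s, agonist mode.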
D2 ag: HTS Assay for Allosteric Agonists of the Human D2 Dopamine Receptor: Primary Screen for Agonists | D(2) dopamine receptor (Homo sapiens), P14416 | HEK293 T-REx D2 cells, calcium flux agonist mode | activation, % at 2 µM | 340,000 tested, 0.53% active;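 active means activation over 3 SD above normal in the single-dose calcium agonist read, cut at about 30% in these data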; further: 0% is about no effect
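Agonism scored from kinetic calcium signal (1 read/sec, 180 s) following compound pin transfer, after a 10 s baseline. Cells: HEK293 Trex line expressing inducible D2 receptor coupled to calcium, dye-loaded after overnight culture at 30 C.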
TRHR enhancer: qHTS for Small Molecule Agonists and Allosteric Enhancers of Human TRH Receptor: Primary Screen for Enhancers; TRHR cells, fluo-8 calcium fluorescence, EC20 TRH enhancement; 360,000 tested, 0.66% active; AID 493056, 2011; enhancement, % at 2 µM; in the data active means enhancement above about 30%; further: 0% is about no effect
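TRHR-expressing cells loaded with fluo-8 calcium dye were read kinetically (ex 480/em 530) during compound addition, then stimulated with an EC20 of TRH (10 nM final). Enhancement of the Gq-mediated intracellular calcium response was scored.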
USP1 inh: Inhibitors of USP1/UAF1: Primary Screen | 390,000 tested, 0.23% active | Ubiquitin carboxyl-terminal hydrolase 1 (Homo sapiens), O94782 | Potency, µM (titrated, usually from 57.1 µM), for inactives: at the highest dose activity change, negative = inhibition, usual class: inhibitors | recombinant USP1/UAF1, Ub-Rhodamine cleavage fluorescence; further: potency means the concentration at half of the fitted maximal effect; on the % scale 0 is the no-effect control and ±100 the full control effect; nearly all actives have a fitted effect of over 60% in size; inactives centre near -12
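In this screen, compounds sit with the deubiquitinase complex (1nM) for 15 min at room temperature before Ub-Rho is added at 150nM final. Fluorescence rise is then followed for 6 reads every 60 seconds.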
D2 antagonist: HTS Assay for Allosteric Antagonists of the Human D2 Dopamine Receptor: Primary Screen for Antagonists | HEK293 TREx D2 cells, calcium flux, dopamine EC80 | D(2) dopamine receptor (Homo sapiens), P14416 | AID 485344, 2010 | 340,000 tested, 2% active | inhibition, % at 10 µM; in the data active means inhibition above about 30%; further: 0% is about no effect
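Calcium flux kinetic readout in an inducible HEK293 TREx D2 line plated overnight at 30 C. After 180 s compound exposure, an EC80 dopamine challenge follows with another 180 s kinetic read to detect antagonism.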
rTrxR1 inhibitor: qHTS Assay for Inhibitors of Mammalian Selenoprotein Thioredoxin Reductase 1 (TrxR1): qHTS; 390,000 tested, 1% active; Thioredoxin reductase 1, cytoplasmic (Rattus norvegicus), O89049; AID 588453, 2011; Potency, µM (top dose mostly 114 µM), for inactives: at the highest dose activity change, negative = inhibition, actives largely listed as inhibitors; recombinant rTrxR1, NADPH fluorescence consumption, selenite substrate; further: potency means the concentration at half of the fitted maximal effect; on the % scale 0 is the no-effect control and ±100 the full control effect; nearly all actives have a fitted effect of over 65% in size
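Rat TrxR1 (90 nM in the dispensed reagent) was pre-reduced with 400 uM NADPH for 5 min at room temperature, then incubated with compound for 15 min. After 400 uM selenite was added, NADPH fluorescence (Ex 340/Em 450 nm) was followed for 8 min.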
Pin1 inh: qHTS Assay to Find Inhibitors of Pin1; AID 504891, 2011; Pin1 FP peptide displacement, HiFluor488, 10 min; 390,000 tested, 0.009% active; Potency, µM (titrated, usually from 115 µM), for the others: at the highest dose activity, negative = inhibition, most hits filed as inhibitors; Peptidyl-prolyl cis-trans isomerase NIMA-interacting 1 (Homo sapiens), Q13526; active means well fitted inhibition curve with a large enough effect in the polarisation, with a control signal flat, not every such curve was filed as active; inconclusive means small, poorly fitted or top-dose-only effect, or effect the other way, or a change in a side signal; inactive means no such curve, though single readings can be large or run the other way; the % refers to the polarisation; further: potency means the concentration at half of the fitted maximal effect; on the % scale 0 is the no-effect control and ±100 the full control effect
Target sequence (Q13526 whole entry, looked up): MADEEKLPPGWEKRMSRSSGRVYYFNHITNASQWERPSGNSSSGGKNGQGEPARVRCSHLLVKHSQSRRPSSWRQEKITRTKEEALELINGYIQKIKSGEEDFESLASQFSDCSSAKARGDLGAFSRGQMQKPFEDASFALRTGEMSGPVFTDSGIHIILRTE
TrxR1 substrate: qHTS Assay for Substrates of Mammalian Selenoprotein Thioredoxin Reductase 1 (TrxR1): qHTS; purified TrxR1 substrate turnover, NADPH consumption readout; 390,000 tested, 0.01% active; AID 588456, 2011; Potency, µM (highest dose often 114 µM), without a hit: at the top dose activity change, negative = substrate turnover; further: potency means the concentration at half of the fitted maximal effect; on the % scale 0 is the no-effect control and ±100 the full control effect; nearly all actives have a fitted effect of over 50% in size
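Rat TrxR1, dispensed at 90 nM, was prereduced with 400 uM NADPH (final) for 5 min at ~22 deg C, then incubated with compound 15 min before 400 uM selenite. A first-read NADPH fluorescence drop versus no-compound background flagged substrates.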
mIDH1 inhibitor: qHTS for Inhibitors of mutant isocitrate dehydrogenase 1 (IDH1): qHTS. Potency, µM (titrated, usually from 76.6 µM), without a hit: at the top dose activity change, negative = inhibition, most hits filed as inhibitors. Isocitrate dehydrogenase [NADP] cytoplasmic (Homo sapiens), O75874. IDH1-R132H enzyme, NADPH consumption, diaphorase/resazurin fluorescence. AID 602179, 2012. 390,000 tested, 0.093% active; further: potency means the concentration at half of the fitted maximal effect; on the % scale 0 is the no-effect control and ±100 the full control effect; nearly all actives have a fitted effect of over 65% in size
Target sequence (O75874 whole entry R132H, stated change not applied): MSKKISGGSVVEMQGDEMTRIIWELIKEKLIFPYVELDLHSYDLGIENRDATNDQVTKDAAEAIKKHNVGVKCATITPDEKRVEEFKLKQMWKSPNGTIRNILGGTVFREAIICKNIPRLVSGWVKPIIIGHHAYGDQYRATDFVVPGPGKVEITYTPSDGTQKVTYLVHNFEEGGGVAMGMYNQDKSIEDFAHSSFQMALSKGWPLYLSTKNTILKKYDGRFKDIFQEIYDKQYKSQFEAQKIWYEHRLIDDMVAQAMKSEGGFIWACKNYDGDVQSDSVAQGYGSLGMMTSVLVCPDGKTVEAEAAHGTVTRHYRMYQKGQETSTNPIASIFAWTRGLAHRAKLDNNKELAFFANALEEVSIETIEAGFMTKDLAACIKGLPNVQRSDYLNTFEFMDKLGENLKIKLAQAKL
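IDH1-R132H (0.5 ug/mL dispensed) in pH 7.5 Tris buffer was preincubated 30 min with compound, then given a substrate mix of 0.016 mM NADPH and 2 mM alpha-KG for 80 min at room temperature; remaining NADPH was read by diaphorase/resazurin fluorescence.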
* marks the source's active call; other numbers are inactive results; ? = inconclusive; / = no result given; [ ] = remark or other dose. Unless noted, the call rests on the fitted dose curve; in most records, active means well fitted inhibition curve with a large enough effect; inconclusive means small, poorly fitted or top-dose-only effect; inactive means no such curve, though single readings can be large or run the other way.

SMILES	TRHR ag	D2 ag	TRHR enhancer	USP1 inh	D2 antagonist	rTrxR1 inhibitor	Pin1 inh	TrxR1 substrate	mIDH1 inhibitor
O=C(NC1CCCC1)c1cc2cc(Br)ccc2o1	-1.5	-0.8	6	-19%	-15	-11%	-2%	-6%	4%
Cc1ccc(S(=O)(=O)C2(C(=O)O)CCCC2)cc1C	0.5	-0.3	2	3%	-2	1%	-11%	-1%	-3%
CCN(CC)c1ncnc2c1cnn2Cc1ccc(C)cc1	-0.7	-1.7	1	-6%	-13	5%	38%[activator]	6%[57.1 µM]	1%
COc1ccc(NC(=O)COC(=O)c2ccc3ccccc3n2)c(OC)c1	/	/	/	-13%	/	-5%	?	1%	7%
CC(/C=C/c1ccccc1)=N\NC(=O)Cn1nc(C)cc1C	1.8	0.1	16	-5%	8	-4%[57.1 µM]	-6%	0%[57.1 µM]	3%
CCCCC(=O)Nc1nnc(S(=O)(=O)N(C)Cc2ccccc2)s1	0.3	0.6	-1	?	/	48%[11.4 µM]	-4%	2%	14%
COc1ccccc1C(=O)NCCC(=O)NN1C(=O)NC2(CCCCC2)C1=O	-0.1	0.1	-2	-16%	14	-5%	1%	-2%	0%
COc1ccc(NC(=S)Nc2ccccc2F)c(OC)c1	/	/	/	-18%	/	-21%	-8%	-1%	1%
Cc1ccc(-n2c(C)cc(/C=c3/sc4nc5ccccc5n4c3=O)c2C)cc1	0.5	-0.2	8	-6%	-9	0%	16%	7%	0%
COc1cccc(/C=C/C(=O)OCC(=O)Nc2ccc(Cl)c(S(=O)(=O)N(C)C)c2)c1	1.4	1.7	-1	-17%	-15	-22%[57.1 µM]	7%	-4%[57.1 µM]	-10%
COc1cccc(NC(=O)c2ccc(-c3ccc([N+](=O)[O-])cc3)o2)c1	2.1	0.9	7	-19%	-7	?	?	-4%	3%
O=C(CSc1nc2ccc(NC(=O)c3ccccc3C(=O)O)cc2s1)Nc1c(Cl)cccc1Cl	-0.5	-2.6	9	-29%	2	-11%	0%	-4%	1%
Cc1ccc(Cn2c(=O)c3c(nc4n3CCN4Cc3ccco3)n(C)c2=O)cc1	-0.5	-1.2	-6	-8%	9	14%[57.1 µM]	-12%	-2%[57.1 µM]	2%
Cc1ccc(S(=O)(=O)Nc2c(C)n(C)n(-c3ccccc3)c2=O)cc1C(=O)NCc1ccccn1	-1.7	0.1	4	-19%	-6	14%	0%	7%	14%
Cn1cc(S(=O)(=O)c2ccccc2)n(C)c1=O	1.3	0.7	16	-15%	-2	29%[57.1 µM]	-2%	14%[57.1 µM]	7%
Cc1cccc(NS(=O)(=O)c2ccc3oc(=O)ccc3c2)c1C	-0.7	-0.4	19	-4%	10	20%	-1%	0%	4%
CN1C(=O)Cc2cc(S(=O)(=O)CCC(=O)Nc3ccc(OC(F)(F)F)cc3)ccc21	-0.1	0.9	-5	-3%	/	5%[57.1 µM]	5%	-2%[57.1 µM]	0%
c1ccc2oc(-c3ccn[nH]3)cc2c1	0.3	/	-5	-23%	/	16%[11.4 µM]	-1%	5%[11.4 µM]	-1%
Cc1ccc(CNC(=O)CCN2C(=O)COc3ccc(C)cc32)cc1	-1.1	-0.8	13	-16%	/	6%	0%	4%	14%
CCOC(=O)N/N=C/c1ccccc1OCc1ccc(Cl)cc1	-0.3	-0.8	0	-18%	5	6%	0%	-6%	8%
Cc1cc(C)c2c(n1)sc1c(=O)n(CC(=O)c3ccccc3)cnc12	-0.3	0.1	1	-14%	12	24%[57.1 µM]	5%	-20%[57.1 µM]	4%
CC(C)CN(C(=O)COC(=O)c1nc(Cl)ccc1Cl)c1c(N)n(Cc2ccccc2)c(=O)[nH]c1=O	3.1	-0.7	-5	-14%	-8	-8%	3%	-7%	4%
COC(=O)C[C@H]1C=C[C@@H](C(C(=O)OC)C(=O)OC)CN1C(C)=O	/	/	/	-26%	/	0%	-3%	1%	-8%
CCOc1ccc(CNS(=O)(=O)c2ccc(-c3cc(C(F)(F)F)on3)s2)cc1	0.2	0.1	1	1%	/	11%[57.1 µM]	4%	-4%[57.1 µM]	-6%
Cc1sc2nc(SCCN(C)C)n(-c3ccccc3)c(=O)c2c1-c1ccc(F)cc1	0.7	-1.6	-6	-2%	-17	3%[57.1 µM]	16%	-1%[57.1 µM]	12%
CC(C)N(C(=O)Cn1cc(SCC(N)=O)c2ccccc21)C(C)C	2.2	0.0	5	-11%	-5	24%[57.1 µM]	-3%	7%[57.1 µM]	-5%
O=c1cc(-c2ccccc2Cl)oc2c(NS(=O)(=O)c3cccs3)ccc(O)c12	-0.6	/	-4	-15%	/	26%[57.1 µM]	?	11%[57.1 µM]	-12%
O=C(N/N=C/c1ccncc1)c1nc(-c2ccccc2)n2c1CCCCC2	-0.3	-0.2	-1	-16%	-9	-12%	-10%	-4%	0%
CCOC(=O)c1ccc(Nc2c(-c3cccc(O)c3)nc3nc[nH]n23)cc1	-0.1	0.7	8	-22%	/	21%[57.1 µM]	5%	-3%[57.1 µM]	13%
CCC1=C(OC(=O)N(CC)CC)N2C(=O)OC(=NCCOC)[C@]2(Cc2ccccc2)[C@H]2C1=CC[C@H]1C(=O)N(CC(=O)OC)C(=O)[C@H]12	0.3	-0.4	-6	-11%	8	5%	-6%	-7%	-13%
O=C(CCCCn1c(=O)c2ccccc2n(CC(=O)Nc2ccc(F)cc2F)c1=O)NCc1ccccc1Cl	-1.4	-0.4	11	-7%	/	25%	17%	5%	-2%
COc1cccc(NC(=S)N2CCN(c3ccc([N+](=O)[O-])cc3)CC2)c1	0.3	-0.1	-2	-20%	13	2%[57.1 µM]	6%	-6%	5%
CC(=O)Nc1ccc(-c2nc3ccccc3c(=O)o2)cc1	-2.0	-0.1	11	-23%	-4	16%	1%	6%	0%
CC(C)N(Cc1nnc(-c2ccc(Cl)cc2)o1)C(=O)C1=COCCO1	0.1	1.1	3	-18%	8	4%[57.1 µM]	2%	1%[57.1 µM]	0%
C=CCn1c(COc2ccccc2F)nnc1SCCN1C(=O)c2ccccc2C1=O	0.1	-0.2	38*	?	9	10%[57.1 µM]	-1%	8%[57.1 µM]	11%
CC(=O)Nc1ccc(NC(=O)c2ccc(C)c(S(=O)(=O)Nc3cccc(C)c3)c2)cc1	-3.8	-5.6	-1	-13%	5	14%	?	2%	-8%
Cc1cn2c(=O)c(S(=O)(=O)Nc3ccc(N4CCOCC4)cc3)c(C)nc2s1	-0.1	0.1	0	-13%	/	11%	-6%	-7%	18%
CCOc1cc(C(=O)O/N=C(\N)c2ccccn2)cc(OCC)c1OCC	0.6	1.0	-7	-16%	1	14%	1%	-2%	8%
Cc1cc(C)n(CC(=O)n2nc(C)cc2C)n1	-1.0	-1.2	-4	-19%	9	1%	3%	7%[57.1 µM]	-1%
Cc1cc[n+](Cc2ccccc2)c(N)c1	-0.2	-0.1	1	-8%	-8	13%[57.1 µM]	-3%	4%[57.1 µM]	15%
CCn1c(=O)cc(SCC(=O)NCC2CCCO2)c2ccccc21 (stereo not given)	0.5	0.6	5	-11%	-19	15%	-13%	12%	3%
CCN(CC)S(=O)(=O)c1ccc(C)c(NC(=O)CSc2nnnn2C)c1	/	/	/	-16%	/	6%	1%	-2%	4%
CCOC(=O)c1cc(CC)sc1NC(=O)c1ccc2c(c1)OCCO2	0.4	1.0	-6	-21%	-4	64%[activator]	5%	73%[activator]	3%
COc1cccc(OC)c1OCCN1CCN(C(c2ccccc2)c2ccccc2)CC1	-0.2	0.5	6	-9%	-17	18%	?	-3%	13%
Oc1ccc(Br)cc1CNc1nccs1	-0.4	-0.7	-1	-11%	-1	9%	-3%	-4%	6%
Cn1nnnc1SCC(=O)N1c2ccccc2Sc2ccccc21	-0.6	0.1	-5	-19%	-11	0%	3%	-4%	2%
COc1ccc(NC(=O)C2CCN(c3ncnc4c3nc3n4CCCCC3)CC2)cc1Cl	0.5	0.0	-3	-24%	5	24%	-2%	8%	-4%
CCOC(=O)Cc1csc(NC(=O)CSc2nc(=O)[nH]c3c2CCC3)n1	-0.1	0.7	-1	-13%	-1	11%	5%	4%	-6%
COc1ccc(CNC(=O)CN(c2ccc(C(C)=O)cc2)S(=O)(=O)c2ccc(C)cc2)cc1OC	/	/	/	4%	/	-3%[57.1 µM]	-1%	-6%	-8%
COC(=O)[C@@H]1C[C@H]2CC[C@H](O)C[C@H]2N1Cc1ccccc1OS(=O)(=O)c1ccc(C)cc1	-0.7	-0.5	1	?	1	8%	29%	6%	3%
Cc1ccc(C)c(S(=O)(=O)N(C)c2ccc(OC(=O)C3CCN(C(=O)c4ccc(F)cc4)CC3)cc2)c1	/	/	/	-3%	/	15%	?	0%	8%
CC(C)CCNC(=O)c1ccc2c(c1)NC(=O)C(CS(=O)(=O)Cc1cccc(Br)c1)N2 (stereo not given)	-2.0	0.1	0	?	/	-14%	54%[activator]	1%	6%

Compound activity: PubChem, National Center for Advancing Translational Sciences (NCATS)

A portion of the library; the hit share may differ from the screen's.
